# Screening results from PubChem.
# a7 integrin act: activates integrin-mediated alleviation for muscular dystrophy. alpha7betagal myoblasts, beta-gal FDG fluorescence, 48 h. Potency, µM (series often up to 38.3 µM), for inactives: at the top dose activation, actives largely listed as activators. 350,000 compounds, 0.064% hits;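 note: potency is the fitted concentration of half-maximal effect; 100% = response of the positive control SU9516; nearly all actives have a fitted effect of over 60% in size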
#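 Alpha7betagal+/- myoblasts (passage 13) were plated 16-24 hr, then exposed to compounds (1:260 dilution of DMSO stock) for 48 hours at 37C. After MPER lysis, β-galactosidase reporter activity was read as FDG fluorescence (ex 480/em 540) after 30 minutes.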
# Tb PFK block: blocks T. brucei phosphofructokinase. O15648. T. brucei PFK, ADP-Glo luminescence. Potency, µM (doses to about 57.5 µM), without a hit: at the highest dose activity, negative = inhibition, usual class: inhibitors. 330,000 compounds, 0.17% hits. AID 485367;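 note: potency is the fitted concentration of half-maximal effect; 0% = uninhibited 1x PFK enzyme wells and -100% = no-enzyme wells; nearly all actives have a fitted effect of over 60% in size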
#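 ADP-Glo luminescence quantified ADP after 45 min at room temperature, with 1.25 nM T. brucei PFK, 0.1 mM ATP and 0.5 mM fructose-6-phosphate in pH 8.0 TEA buffer. qHTS titrations up to 57 µM; curves classified by quality.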
# Menin-MLL TR inh: displaces Texas Red mutant MLL peptide from human menin. O00255. Menin + Texas Red MLL mutant peptide, fluorescence polarization. Potency, µM (titrated, usually from 61.6 µM), for the others: at the top dose FP activity change, negative = inhibition, most hits filed as inhibitors. 270,000 compounds, 0.23% hits. AID 1768; active = well fitted inhibition curve with a large enough effect in the polarisation, with a control signal flat, not every such curve was filed as active; inconclusive = small, poorly fitted or top-dose-only effect, or effect the other way, or a change in a side signal; inactive = no such curve, though single readings can be large or run the other way; the % refers to the polarisation; note: potency is the fitted concentration of half-maximal effect; % of control where 0% means no effect; many of its hits are not listed in these tables
# Target sequence (O00255 whole entry, looked up): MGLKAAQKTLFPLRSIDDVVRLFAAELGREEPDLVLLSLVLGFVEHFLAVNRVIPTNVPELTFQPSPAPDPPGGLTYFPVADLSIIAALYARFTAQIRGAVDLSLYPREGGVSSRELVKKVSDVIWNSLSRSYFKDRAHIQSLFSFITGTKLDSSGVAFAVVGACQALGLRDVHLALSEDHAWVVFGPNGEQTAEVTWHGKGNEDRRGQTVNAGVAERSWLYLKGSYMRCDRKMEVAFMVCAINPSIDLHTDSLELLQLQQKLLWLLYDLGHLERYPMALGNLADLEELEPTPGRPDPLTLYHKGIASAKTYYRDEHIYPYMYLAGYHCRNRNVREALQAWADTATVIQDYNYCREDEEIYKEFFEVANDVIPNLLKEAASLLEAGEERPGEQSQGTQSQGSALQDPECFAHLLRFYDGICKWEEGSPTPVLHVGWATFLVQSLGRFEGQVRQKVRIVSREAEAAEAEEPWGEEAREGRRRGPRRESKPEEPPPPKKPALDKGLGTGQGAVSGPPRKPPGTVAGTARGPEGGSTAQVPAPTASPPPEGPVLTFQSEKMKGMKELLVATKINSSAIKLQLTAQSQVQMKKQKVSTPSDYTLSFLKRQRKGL
# B2AR arrestin: beta2AR (human) beta-arrestin recruitment activity; AID 492947; Potency, µM (top dose mostly 46.1 µM), inactives show at the highest dose activation, hits mostly activators; beta-arrestin recruitment to beta2AR, cell-based reporter; 330,000 compounds, 0.02% hits;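 note: potency is the fitted concentration of half-maximal effect; 0% = DMSO controls and full agonism = EC100 isoproterenol or metaproterenol; nearly all actives have a fitted effect of over 65% in size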
# FBPA coupling cs: counter-screen for Giardia aldolase inhibitors: coupling enzyme system; activity change, negative = inhibition, % at 58.2 µM, hits read low; coupling enzyme system counterscreen, AmpLite Red fluorescence; AID 2472; 290,000 compounds, 0.67% hits; in the data active = activity change below about -30%; note: % is set by controls: 0 for no effect and ±100 for the full control effect
#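 Fluorescence at 525 nm excitation and 598 nm emission measured inhibition of the coupled detection system without aldolase. Compounds (at 57.5 uM final) were preincubated 10 min at room temperature with coupling enzyme reagent before a 20 min substrate/AmpLite Red step.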
# PKM2 act: increases activity of human pyruvate kinase M2; AID 1631; P14618; purified PKM2, Kinase-Glo ATP luminescence, activation; response scale: 0% is enzyme alone, no compound; 260,000 compounds, 0.34% hits; Potency, µM (top dose mostly 57.5 µM), inactives show at the top dose activation, most hits filed as activators; note: potency is the fitted concentration of half-maximal effect; % is set by controls: 0 for no effect and ±100 for the full control effect; nearly all actives have a fitted effect of over 55% in size
# Target sequence (P14618 whole entry, looked up): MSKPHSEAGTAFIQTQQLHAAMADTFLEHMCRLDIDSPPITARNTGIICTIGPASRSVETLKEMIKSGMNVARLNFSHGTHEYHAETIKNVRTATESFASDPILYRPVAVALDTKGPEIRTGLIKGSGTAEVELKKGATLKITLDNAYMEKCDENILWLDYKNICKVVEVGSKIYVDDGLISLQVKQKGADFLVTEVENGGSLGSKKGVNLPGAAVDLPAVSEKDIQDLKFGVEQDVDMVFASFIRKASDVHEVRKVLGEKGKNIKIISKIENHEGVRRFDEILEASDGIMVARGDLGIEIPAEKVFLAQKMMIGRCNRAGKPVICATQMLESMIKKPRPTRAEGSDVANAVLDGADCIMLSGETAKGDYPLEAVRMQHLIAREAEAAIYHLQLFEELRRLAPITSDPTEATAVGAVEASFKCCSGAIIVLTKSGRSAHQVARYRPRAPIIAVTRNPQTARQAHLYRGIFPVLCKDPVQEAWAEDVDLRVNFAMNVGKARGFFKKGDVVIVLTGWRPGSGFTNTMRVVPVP
#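 hPK-M2, >95% pure; 0.1 mM ADP / 0.5 mM PEP final; imidazole pH7.2 buffer w/ 7 mM MgCl2, 50 mM KCl; 1 h RT; Kinase-Glo lum. Intermediate enzyme activity for dual inhibitor/activator qHTS.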
# GALK inh: blocks human galactokinase activity; P51570; Purified GALK, Kinase-Glo residual ATP luminescence; Potency, µM (doses to about 57.5 µM), for inactives: at the top dose activity change, negative = inhibition, hits mostly inhibitors; 270,000 compounds, 0.007% hits; AID 1868; note: potency is the fitted concentration of half-maximal effect; % is set by controls: 0 for no effect and ±100 for the full control effect
#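 5 nM enzyme, 35 uM ATP, 100 uM galactose, 20 mM HEPES pH8.0, 5 mM MgCl2; 1 h RT; residual ATP by Kinase-Glo Plus luminescence, qHTS format.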
# BCR signal inh: inhibitors of chronic active B-cell receptor signaling | Potency, µM (top dose mostly 46.1 µM), for inactives: top-dose ratio change, negative = lower green/red ratio, most hits filed as inhibitors | 340,000 compounds, 0.05% hits | ABC-DLBCL IkBa-CBG/CBR reporter, luminescence ratio, 4 h; active = well fitted inhibition curve with a large enough effect in the signal ratio, with a control signal flat, not every such curve was filed as active; inconclusive = small, poorly fitted or top-dose-only effect, or effect the other way, or a change in a side signal; the % refers to the signal ratio;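 note: potency is the fitted concentration of half-maximal effect; plate controls were basal doxycycline-induced cells for no effect and cells given 10 µM MG132 for full effect; MG132 reads +100%, hits lower the ratio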
#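 Compounds up to 46 uM were incubated four hours with TMD8 cells whose green CBG68 luciferase is fused to IkappaBalpha; red CBR luminescence normalised the signal, and concentration-effect curves were fitted to fusion, red and ratio data.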
# S-ASM inh: blocks human secretory acid sphingomyelinase. P17405. placental ASM, HMU-PC fluorogenic substrate, 60 min. Potency, µM (doses to about 57.5 µM), without a hit: at the highest dose activity change, negative = inhibition, usual class: inhibitors. 340,000 compounds, 0.006% hits. AID 504937; note: potency is the fitted concentration of half-maximal effect
#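 qHTS format. ASM enzyme prepared from human placenta hydrolyses the fluorogenic substrate HMU-PC0 (9 uM final) over 60 min at 37 °C after a 10 min compound preincubation.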
# Giardia killer: Giardia lamblia killing; Giardia lamblia trophozoite viability; 340,000 compounds, 0.15% hits; AID 540267; activity change, % at 7.66 µM, hits read low; in the data active = activity change below about -80%; inconclusive = between about -30% and that limit;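 note: parasites exposed to compound for two days anaerobically before the ATP read; % is set by controls: 0 for no effect and ±100 for the full control effect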
#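 ATP-content bioluminescence gauges trophozoite survival. Cells (100/well) receive compound and incubate anaerobically for 48 hrs at 37 deg C; detection reagent follows for 15-30 min at room temperature.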
# PTAP TSG101 blk: blocks PTAP/TSG101 interaction to inhibit HIV-1 budding; Q99816; Fluorescence polarization, FITC-PTAP peptide / Tsg101 binding; Potency, µM (highest dose often 115 µM), inactives show at the top dose activity change, negative = inhibition, usual class: inhibitors; 340,000 tested, under 10 active; AID 493005; active = well fitted inhibition curve with a large enough effect in the main read-out, with a control signal flat, not every such curve was filed as active; inconclusive = small, poorly fitted or top-dose-only effect, or effect the other way, or a change in a side signal; inactive = no such curve, though single readings can be large or run the other way; note: potency is the fitted concentration of half-maximal effect; % of control where 0% means no effect
#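 Tsg101 binding domain (10 uM final) was mixed with compound and a FITC-labeled PTAP peptide (50 nM final) in HEPES pH 7.5 buffer with NaCl, Tween 20, EDTA and TCEP; fluorescence polarization was read after 20 min at r.t.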
# An asterisk follows results filed as active; ? = inconclusive; / = no result given; [ ] = dose if it differs, or a comment. Unless noted, calls come from the whole dose curve; as a rule, active = well fitted curve in the direction sought with a large enough effect; inconclusive = small, poorly fitted or top-dose-only effect, or another doubt; inactive = no such curve, though single readings can be large; an effect the other way counts as inactive or inconclusive.
SMILES,a7 integrin act,Tb PFK block,Menin-MLL TR inh,B2AR arrestin,FBPA coupling cs,PKM2 act,GALK inh,BCR signal inh,S-ASM inh,Giardia killer,PTAP TSG101 blk
Cc1ccc(NC(=O)CCC(=O)N/N=C/C=C/c2ccccc2)cc1,-4.7%,-3.6%,-4.1%,-0.9%,1.8,-2.7%,1.8%,7.2%,-1.2%,-7.2,-1.4%
O=C(CSc1nnc2ccccn12)Nc1ccc2c(c1)OCCO2,4.7%,5.0%,-1.7%,-1.0%,3.3,-5.2%,0.3%,?,-0.4%,-0.1,-7.5%
CCOc1ccccc1-n1c(SCC(=O)N(CC)CC)nnc1-c1ccccn1,19.6%,-0.5%,-5.1%,0.0%,0.8,-2.8%,-0.1%,4.6%,-2.1%,5.6,-2.5%
COc1cc(O)c2c(=O)c3c(OC)c(O)ccc3oc2c1,-42.0%,-2.8%,4.7%,-0.4%,-1.9,23.1%,/,?,-6.1%,-4.6,-0.7%
COc1ccc(CCC(=O)NNC(=O)Nc2ccc(C(C)=O)cc2)cc1,15.3%,3.0%,-14.4%,-0.2%,0.7,-5.1%,-1.3%,-1.9%,6.4%,6.5,-2.6%
CCOc1ccc(N2C(=O)CC(/C=C3/N(C)c4ccccc4C3(C)C)C2=O)cc1 (stereo not given),-3.5%,/,-1.5%,/,-3.8,1.6%,-2.3%,/,-1.0%,2.7,-4.3%
Cc1ccc(Cl)cc1NS(=O)(=O)c1cn(C)nc1C,-13.1%,-2.6%,/,-0.5%,/,-2.4%,-6.0%,5.6%,4.9%,4.6,0.2%
O=C(O)COc1ccc2c(c1)O/C(=C\c1ccco1)C2=O,?,0.9%,34.7%[activator],0.4%,3.3,/,/,1.8%,86.0%[activator],11.2,-6.2%
CC1CCCCN1CCCNC(=O)c1c(O)nc2ccccn2c1=O (stereo not given),-3.6%,-0.3%,13.3%,-0.1%,-2.3,/,0.7%,-5.7%,1.7%,14.0,-0.1%
Cc1sc2nc(COC(=O)c3cccc(OC(F)F)c3)[nH]c(=O)c2c1C,23.0%,-0.8%,/,-1.0%,0.5,-0.6%,-6.9%,-2.0%,-1.3%,-11.9,-9.6%
Cn1c(N)c(C(=O)COC(=O)c2cnc(Cl)c(Cl)c2)c(=O)n(C)c1=O,-41.2%,-1.3%,-1.1%,-0.2%,3.4,/,9.0%,4.9%,-1.3%,-17.9,-3.1%
CCOc1cc(NC(=S)NCC2CCCO2)c(OCC)cc1NC(=O)C1CC1 (stereo not given),-11.3%,-4.2%,1.9%,-0.2%,-2.2,2.6%,-2.5%,-7.4%,3.9%,-15.2,-6.0%
CCC(=O)Nc1nc2ccc3sc(C)nc3c2s1,-0.4%,-22.3%,?,4.1%,8.6,-10.5%,1.7%,?,-0.3%,7.0,-3.3%
COCCN(C(=O)c1snc(C(N)=O)c1N)C(C(=O)NC1CCCCC1)c1ccc(OC)c(OC)c1 (stereo not given),-0.7%,-0.6%,4.7%,-0.6%,-0.8,-2.7%,/,-0.1%,83.6%[activator],-10.0,1.2%
O=C1C(Cl)=C(N2CCCCC2)C(=O)N1c1ccccc1Cl,-4.3%,-2.8%,-1.4%,-0.2%,4.2,1.0%,1.4%,3.4%,-1.8%,-15.1,-6.2%
O=C1SCCC1NS(=O)(=O)c1ccccc1[N+](=O)[O-] (stereo not given),-24.8%,-5.5%,25.5%,-0.5%,0.7,-0.5%,10.1%,7.5%,1.3%,?,-8.7%
CCOc1ccc(CN2CCN(Cc3cn(CC)nc3C)CC2CCO)cc1 (stereo not given),-12.1%,-10.6%,-7.0%,-1.0%,2.4,-3.8%,0.4%,?,1.0%,15.0,-6.5%
CCCCOC(=O)c1ccc(NC(=O)c2ccoc2C)cc1,-8.0%,13.3%,23.5%,-0.2%,0.6,-8.4%,-0.5%,?,-18.1%,7.4,-4.3%
O=C(Nc1ccc(Oc2ncccn2)cc1)c1ccco1,16.7%,-7.2%,0.7%,0.6%,-0.8,-12.5%,2.8%,-1.0%,-1.9%,?,-1.2%
Cc1cccc(NC(=O)C(C)SCc2nc3sc4c(c3c(=O)[nH]2)CCCC4)n1 (stereo not given),-8.3%,-5.4%,/,-0.5%,/,/,/,4.1%,186.7%[activator],-3.5,0.1%
Cc1c(Cl)cccc1NC(=O)CS(=O)(=O)c1ccccc1,-11.4%,0.2%,9.9%,-0.2%,5.6,-0.6%,-4.1%,-2.0%,2.5%,5.1,-1.1%
Cc1nc2ccc(NC(=S)N3CCN(c4ccccn4)CC3)cc2nc1C,13.5%,5.8%,-4.8%,-0.1%,-0.9,-1.9%,-5.4%,?,4.6%,13.9,-1.7%
Cc1ccccc1OCCC(=O)Nc1ccc(N2CCOCC2)cc1N1CCOCC1,-13.5%,-0.8%,/,0.0%,/,/,/,-15.9%,-0.5%,-3.9,-0.7%
COc1ccccc1NC(=O)N1c2ccc(F)cc2CCC1C (stereo not given),-15.8%,7.7%,-1.9%,-0.3%,-18.5,-13.7%,-1.3%,?,-6.3%,-11.8,-0.9%
Nc1c(N(CCC2=CCCCC2)C(=O)CCCOc2ccccc2)c(=O)[nH]c(=O)n1Cc1ccccc1,-0.8%,-0.1%,/,0.3%,/,/,/,-16.6%,4.7%,11.1,-0.9%
CC(=O)/C=C/c1ccc(C)o1,-28.1%,-2.1%,0.0%,-1.1%,0.2,20.9%,-0.7%,-3.2%,8.2%,-2.0,0.0%
Cc1c(NC(=O)C(C)OC(=O)CCc2ccccc2)c(=O)n(-c2ccccc2)n1C (stereo not given),5.2%,0.1%,-10.3%,0.3%,2.1,0.8%,-0.7%,1.4%,7.3%,1.4,-3.8%
CC(C)c1ccc(CNc2ncccn2)cc1,-16.3%,-3.9%,?,-0.2%,-5.1,-3.7%,3.1%,5.5%,2.7%,-5.7,-0.9%
O=C(CN1CCCCCCC1)Nc1ccc(Cl)cc1Cl,-21.9%,2.1%,-13.0%,-0.1%,1.2,0.6%,-2.0%,-1.9%,-0.5%,-9.8,0.2%
COc1cc(NC(=O)c2onc(C)c2Cl)cc(OC)c1OC,-12.0%,1.7%,7.6%,5.9%,-1.1,/,-3.3%,?,0.9%,-24.6,0.0%
CCN(Cc1ccccc1)C(=O)COC(=O)c1cc(S(=O)(=O)Nc2c(C)n(C)n(-c3ccccc3)c2=O)ccc1C,-11.2%,-0.2%,-23.2%,0.1%,4.4,2.1%,-1.3%,1.6%,-0.1%,-6.6,-5.1%
COc1ccc(C2=NOC(CNC(=S)N3CCOCC3)C2)cc1 (stereo not given),5.9%,0.7%,/,-0.8%,5.7,-1.4%,4.3%,-5.1%,-0.3%,4.1,-3.3%
CC(=O)Nc1ccc(N=NN2CCOCC2)cc1,-25.9%,1.5%,0.5%,-0.4%,-2.0,-0.8%,0.0%,-0.7%,-1.4%,-11.8,-12.3%
CC(C)CNC1=C(C(=S)Nc2ccccc2)C(=O)CC(C)(C)C1,25.2%,-0.5%,8.1%,0.1%,-2.3,0.1%,0.9%,-0.5%,2.7%,?,-2.4%
Cc1cc(=O)n2nc(N3CCCC(C(=O)NCCCN4CCc5ccccc5C4)C3)sc2n1 (stereo not given),-11.9%,-1.6%,0.5%,0.0%,2.3,1.1%,0.1%,1.1%,-3.9%,-8.2,-6.5%
CCC1(C)N=C(c2ccc3c(c2)OCO3)CC(c2ccccc2O)N1 (stereo not given),-12.5%,4.3%,/,0.1%,-0.5,1.7%,-2.6%,?,-0.4%,-5.7,-2.6%
CCc1cc(=O)oc2cc(C)cc(OCc3nn[nH]n3)c12,23.6%,2.4%,-18.6%,-0.2%,19.5,0.8%,0.6%,1.9%,12.8%,-7.9,-2.4%
COC(=O)c1cc(OC)c(OC)cc1NC(=O)CSc1nnnn1Cc1ccccc1,3.3%,0.6%,-4.8%,-0.1%,3.8,-0.1%,-0.3%,-11.4%,-15.7%,21.8,-2.7%
Cc1ccc(Cl)cc1N1CCN(C(=O)c2ccc(NS(=O)(=O)c3c(C)noc3C)cc2)CC1,-28.5%,-7.1%,2.2%,0.2%,2.1,8.4%,3.4%,1.3%,-10.9%,7.0,-2.6%
O=C1CCCN2N=C(SCC(=O)Nc3ccc(OC(F)(F)F)cc3)SC2=N1,1.4%,-0.8%,5.3%,-0.1%,1.3,/,-3.0%,1.0%,-1.6%,9.3,0.2%

# An excerpt; count on the stated rates, not on these rows.
